High-throughput results deposited in PubChem by National Center for Advancing Translational Sciences (NCATS).
UDG counter: Primary qHTS assay for inhibitors of Activation Induced Cytidine Deaminase (AID): UDG Counterscreen signal. Uracil-DNA glycosylase. FRET deamination/UDG coupled assay, UDG read, 4 h. Potency, µM (doses to about 115 µM), without a hit: top-dose activity change, negative = inhibition, most hits filed as inhibitors. 91,000 compounds, 0.14% hits; also: nearly all actives have a fitted effect of over 65% in size
AID inhibitor: Primary qHTS assay for inhibitors of Activation Induced Cytidine Deaminase (AID): AID signal; 91,000 compounds, 0.32% hits; Single-stranded DNA cytosine deaminase (Homo sapiens), Q9GZX7; AID deamination FRET fluorescence, UDG-coupled, 4 h; Potency, µM (series often up to 115 µM), for inactives: at the top dose activity change, negative = inhibition, hits mostly inhibitors; also: nearly all actives have a fitted effect of over 25% in size
Target sequence (Q9GZX7 whole entry, looked up): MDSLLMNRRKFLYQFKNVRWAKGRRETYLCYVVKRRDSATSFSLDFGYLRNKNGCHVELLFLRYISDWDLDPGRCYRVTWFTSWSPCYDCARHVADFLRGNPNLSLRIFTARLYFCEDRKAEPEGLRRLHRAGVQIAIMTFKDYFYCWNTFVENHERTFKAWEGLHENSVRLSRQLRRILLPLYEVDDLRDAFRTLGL
The depositor's hits bear a star; ? = inconclusive; & = joins results of further samples; [ ] = remark or other dose. Calls follow the shape of the dose curve; as a rule, active = well fitted curve in the direction sought with a large enough effect; inconclusive = small, poorly fitted or top-dose-only effect, or another doubt; inactive = no such curve, though single readings can be large; an effect the other way counts as inactive or inconclusive. % is scaled to controls: 0 for no effect and ±100 for the full control effect; potency is read from the fitted curve at half-maximal effect. A portion of the library; count on the stated rates, not on these rows.

nr	compound	UDG counter	AID inhibitor
1	O=C(CCc1c[nH]c2ccccc12)Nc1ccc(F)cc1F	-5%	-6%
2	Cc1ccc(OCCn2cc(C(=O)C3CCCCC3)c3ccccc32)cc1	2%	-13%
3	Cc1ccc(NS(=O)(=O)c2cn(C)c(C)n2)c(Br)c1	-5%	-2%
4	COC(=O)c1c(-c2ccc(Cl)cc2)noc1N1CCN(c2cccc(OC)c2)CC1	-2%	-5%
5	CCCCNC(=O)c1cc2n(n1)CCCN(Cc1ccc(C)cc1)C2=O	-3%	-16%
6	O=C(Cc1ccc(F)cc1)NCCc1csc2nc(-c3ccccc3F)nn12	-7%	-4%
7	N#Cc1cnn2c(C(F)F)cc(-c3ccccc3)nc12	3%	16%
8	CCOC(=O)N1CCN(C(=O)c2ccc(N3C(=O)CCS3(=O)=O)cc2)CC1	-4%	-3%
9	Cc1ccc2[nH]cc(C(c3ccccc3)c3ccc(C)s3)c2c1 (centres undefined)	-4%&-16%	19%&82%
10	CCCCCCOc1ccc(/C=C/c2nc3ccccc3s2)cc1	1%	-5%
11	COC(=O)C1=C(C)OC(N)=C(C#N)C1c1ccc(-c2ccccc2)cc1 (centres undefined)	-4%	6%
12	CCOc1ccc(C(=O)c2cn(CC(=O)Nc3ccc(OC)cc3)c3cc4c(cc3c2=O)OCCO4)cc1	-4%	?
13	N#Cc1ccccc1S(=O)(=O)N1CCN(C(=O)c2ccc(Cn3nnc4ccccc43)cc2)CC1	-9%	-12%
14	CN(CC(=O)Nc1ccccc1OC(F)(F)F)S(=O)(=O)c1ccc(F)cc1	-7%	-2%
15	CC(C)c1ccc(S(=O)(=O)N2CCN(Cc3cccc(F)c3)CC2)cc1	-3%	-21%
16	COc1ccc(NC(=O)CSc2nc3ccccc3nc2N2CCOCC2)c(OC)c1	-8%	?
17	Cc1ccc(S(=O)(=O)NCC(c2ccc(N(C)C)cc2)N2CCc3ccccc32)cc1 (centres undefined)	5%	-18%
18	O=C(O)CCc1c(O)ccc2ccccc12	-8%	7%
19	Cc1ccc(C)c(Cn2cc(CCC(=O)NC3CCCCC3)c3ccccc32)c1	5%	4%
20	Cc1cc(=O)cc(C)n1C	5%	7%
21	O=C(/C=C/c1ccccc1O)c1ccc(Sc2ccccc2)cc1	3%	2%
22	COc1cc(OC)c(CC2C(=O)Nc3cc(Cl)ccc32)c(OC)c1 (centres undefined)	-9%	6%
23	C[N+](C)(C)CC(=O)N1CCN(c2ccc3ccccc3n2)CC1	-4%	-1%
24	CCOC(=O)C1CCN(CCC(=O)Nc2ccccc2OC)CC1	-26%	15%
25	CCC1CN(C(=O)N2CCC(C(=O)NCCc3ccccc3C)CC2)c2ccccc2O1 (centres undefined)	1%[57.5 µM]	-12%
26	NS(=O)(=O)c1ccc(N/N=C/c2c(F)c(F)c(F)c(F)c2F)c([N+](=O)[O-])c1	-6%	-4%
27	Cc1ccc(NS(=O)(=O)c2cccc(C(=O)Nc3ccc4oc(C)nc4c3)c2)cc1	-2%	11%
28	Cc1ccc(Sc2c(C)nn(C(=O)COc3ccccc3Br)c2C)cc1	-21%	-28%
29	CCC(CC)C(=O)Nc1ccc2nc(SCC(=O)N3CCOCC3)sc2c1	-2%[57.5 µM]	-17%
30	Cc1ccc(S(=O)(=O)Nc2ccc3c(c2)c(C(=O)OC(C)C)c(C)n3S(=O)(=O)c2ccc(C)cc2)cc1	-15%	-21%
31	COc1ccccc1Nc1nn2c(=O)c3ccc(C(=O)NCc4ccc(F)cc4)cc3nc2s1	-8%	5%
32	CCCCCn1c(=O)[nH]c2cc(C(=O)Nc3cc(OC)cc(OC)c3)ccc2c1=O	-4%	4%
33	O=C(N/N=C/c1ccc(OCc2ccccc2)cc1)c1ccc(CSCc2ccccc2)cc1	-5%	-14%
34	CC(C)CCNC(=O)c1cccc(Nc2nc3ccccc3n3nnnc23)c1	0%	0%
35	Cc1ccc(NC(=O)CC2Nc3cccc4cccc(c34)NC2=O)cc1 (centres undefined)	?	?
36	CCOC(=O)C1C(=O)C=C(Nc2ccc(C(F)(F)F)cc2)CC1c1ccccc1 (centres undefined)	-9%	-2%
37	Cc1noc(C)c1CS(=O)(=O)c1ccc(Cl)cc1	16%	7%
38	c1cc(CNCc2cccc3[nH]ccc23)c2cc[nH]c2c1	-8%	23%
39	CC(=O)c1cccc(Nc2ncnc3c2cnn3C)c1	2%[57.5 µM]	3%
40	Cc1[nH]c2ccccc2c1C(=O)C(C)OC(=O)c1ccc(CO)cc1 (centres undefined)	-4%	-2%

In the list so far, these contain a CF3 group:
nr	compound	UDG counter	AID inhibitor
14	CN(CC(=O)Nc1ccccc1OC(F)(F)F)S(=O)(=O)c1ccc(F)cc1	-7%	-2%
36	CCOC(=O)C1C(=O)C=C(Nc2ccc(C(F)(F)F)cc2)CC1c1ccccc1 (centres undefined)	-9%	-2%

(continued)
nr	compound	UDG counter	AID inhibitor
41	O=C(NCc1ccncc1)C1CCC1	-6%	-6%
42	Cc1c(NC(=O)c2cc(=O)c3ccccc3o2)c(=O)n(-c2ccccc2)n1C	1%	-8%
43	C[N+]1(Cc2ccccc2)CCN(/C=C/C(=O)C(F)(F)F)CC1	-12%	37%[activator]
44	CCOCCCn1c(SCC(=O)Nc2ccccc2CC)nc2ccccc2c1=O	-5%	-10%
45	COC(=O)c1c(C)sc(-c2c(-c3ccc(F)cc3)[nH]c3[nH]c(=O)[nH]c(=O)c23)c1O	28%	14%
46	OC(CNCC(O)COc1ccccc1)COc1ccccc1 (centres undefined)	-4%	-1%
47	CC(COc1ccc(/C=C/c2ccccc2)cc1)[N+](C)(C)C (centres undefined)	-4%	-12%
48	COc1cccc(-c2cn3c(n2)sc2cc(C(=O)NCCc4ccccc4)ccc23)c1	-6%[57.5 µM]	?
49	Cc1cc(C)c(C(O)C(C)Sc2ccc(Cl)cc2)cc1C (centres undefined)	-9%	-10%
50	Cc1nc(-c2ccc(Cl)cc2)sc1CCNC(=O)C(=O)Nc1ccc2c(c1)OCO2	45%[activator]	28%
51	Cc1cn2c(=O)cc(COc3cccc(NC(=O)c4ccc(C(C)(C)C)cc4)c3)nc2s1	-11%	6%
52	CCc1cccc(C)c1NC(=O)CN1CCN(Cc2ccccc2Cl)S1(=O)=O	2%	-13%
53	CCCCNC(=O)c1ccc(NC(=O)c2ccncc2)cc1	-6%	0%
54	CCc1c(C(=O)c2ccc[nH]2)oc2ccc(Br)cc12	-7%	0%
55	CCOC(=O)c1cnc2c(C)cc(C)cc2c1NCCN1CCOCC1	-20%	27%
56	C#CCN1CCCCC1C(=O)N1CCN(c2cccc(Cl)c2)CC1 (centres undefined)	3%	2%
57	O=S(=O)(c1ccc(-c2nc3ccccc3s2)cc1)N1CCCCCC1	?	-6%
58	Cc1ccc(Cl)cc1N1CCN(c2ncnc3onc(C)c23)CC1	-19%	?
59	CC(C)Cn1nc(C(=O)N2CCC(C(=O)Nc3ccc4c(c3)OCO4)CC2)c2ccccc2c1=O	-4%	-3%
60	CCC(=O)N1c2ccc(S(=O)(=O)N3CCCCCC3)cc2CC1C (centres undefined)	2%	-5%
61	CN(C)c1cccc(C(=O)NNC(=O)c2ccc(Cl)cc2)c1	-7%	-4%
62	Cc1cc(C)c2oc(C(=O)Nc3ccccc3C)cc(=O)c2c1	-3%	0%
63	Cc1cccc(NC(=O)Cn2c(SCC(=O)NCc3ccccc3)nc3ccccc32)c1C	-12%	13%
64	CC(C)(C)c1ccc(C(=O)Nc2ccc(NC(=O)c3ccc(Cl)c(Cl)c3)cc2)cc1	13%[57.5 µM]	25%[57.5 µM]
65	CN(C)C(=O)c1ccc(CNC(=O)C2CCCC2)cc1	-9%	1%
66	Cc1ccc(C)c(CN2C(=O)c3ccccc3S(=O)(=O)c3ccc(C(=O)N4CCN(C)CC4)cc32)c1	-7%	-7%
67	CCCN(CCC)CC(O)Cn1cc(/C=C/C(=O)c2ccc(C)cc2)c2ccccc21 (centres undefined)	-15%	35µM*
68	CC1CCC(=NNC(=O)c2cc(-c3ccc(Cl)cc3)nc3ccccc23)CC1 (centres undefined)	1%	-9%
69	COc1ccc(/C=C(/C#N)c2nc(-c3ccc(Br)cc3)cs2)cc1	-9%	16%
70	C/C=C/Cn1c(SCc2cccc(C)c2)nc2c1c(=O)[nH]c(=O)n2C	-10%	-11%
71	Cc1ccc(OCCOc2ccc(Cl)cc2/C=C(/C#N)c2ccccc2)cc1	-16%	-19%
72	COc1ccc(-c2noc(CSc3nnc4ccccn34)n2)cc1	-15%	-10%
73	CCN1CCCC1CNC(=O)CSCc1cccc(C)c1 (centres undefined)	6%	-6%
74	CCCCN(C)CCCNC(=O)C1CCN(c2nc3ccc(CC)cc3s2)CC1	3%	-17%
75	CCOc1ccc(CCNc2ncnc3onc(-c4ccc(F)cc4)c23)cc1OCC	-12%	-18%
76	C/C=C/C=C/C(=O)NCc1cccc(OC)c1	-7%	-9%
77	Fc1ccc(NCc2nc3ccccc3n2CCOc2ccccc2Cl)cc1	-3%	7%
78	COc1cc(-c2nc3cnccn3c2Nc2ccc(C(C)C)cc2)ccc1O	-6%	6%
79	S=C(NCc1ccccc1Cl)Nc1cc(Cl)cc(Cl)c1	-1%	-8%
80	CC(=O)Nc1ccc(C)cc1-c1nc2ccccc2n(CC(=O)Nc2cc(Cl)ccc2C)c1=O	18%	4%

Quoted from the listing.
AID inhibitor result of entry 66 stands at -7%
AID inhibitor result of entry 78 stands at 6%
AID inhibitor result of entry 68 stands at -9%

Following part.
nr	compound	UDG counter	AID inhibitor
81	Cc1cccc(NC(=S)NN=C2CCCC2)c1	3%	-7%
82	CCOc1ccc(NC(=O)Nc2nnc(N(CC)c3ccccc3)s2)cc1	0%	0%
83	CCCn1cc(S(=O)(=O)c2ccc(OCC)cc2)c(=O)c2cc(C)ccc21	-12%	-20%
84	Cc1ccc(CCNC(=O)c2ccc(CS(=O)(=O)Cc3ccc(Cl)cc3)o2)cc1	-9%[57.5 µM]	?
85	CC(=O)c1ccc(OCc2coc(-c3cccc(F)c3)n2)cc1	-6%	-10%
86	COc1ccc(CN(C)CC(O)COc2ccccc2C)c(OC)c1OC (centres undefined)	5%	-2%
87	CCOc1cc(C(=O)Nc2ccc3nc(N4CCN(C)CC4)cc(C)c3c2)cc(OCC)c1OCC	3%	15%
88	COc1ccccc1-c1noc(CSc2nc3ccc(C)cc3[nH]2)n1	5%	1%
89	Cc1ccc(C)c(S(=O)(=O)N2CCN(C(=O)CSc3nnnn3C3CC3)CC2)c1	7%	1%
90	Cc1ccc(NC(=O)CCC(=O)N2Cc3ccccc3Oc3ncccc32)cc1	-3%	-14%
91	COc1ccc(CN2C(=O)C(NC(=O)c3ccc(C)cc3)(C(F)(F)F)N=C2c2ccccc2)cc1 (centres undefined)	-3%	9%
92	COc1ccc(-c2onc(C)c2C)cc1S(=O)(=O)NCc1ccc(C)o1	-7%	0%
93	COc1ccc(Nc2cc(C)nc(NCc3ccccc3)n2)cc1	6%	-13%
94	CCc1ccc(S(=O)(=O)c2nnn3c2nc(NCCC(C)C)c2cc(Cl)ccc23)cc1	-9%	3%
95	Cc1ccc(-c2noc(CNC(=O)CN(C)S(=O)(=O)c3ccc(Cl)cc3)n2)cc1	-6%	-3%
96	COc1ccc(-c2c(NC(=O)c3ccc([N+](=O)[O-])cc3)oc3ccccc3c2=O)cc1	-6%	-2%
97	CCCCc1c(C)nc2c(-c3ccc(OC)cc3)c(C)[nH]n2c1=O	-5%	7%
98	CC(NC(=O)c1ccc(CSc2nc3ccncc3n2Cc2ccc(F)cc2)cc1)c1ccccc1 (centres undefined)	-7%	-9%
99	O=C(Cn1cc(SCc2ccccc2F)c2ccccc21)N1CCCC1	-6%	52%[activator]
100	Cc1cc(C)cc(-n2c(C)nc3cc(C(=O)O)ccc32)c1	0%	9%

A draw from above in order of molar mass, ascending.
nr	compound	UDG counter	AID inhibitor
99	O=C(Cn1cc(SCc2ccccc2F)c2ccccc21)N1CCCC1	-6%	52%[activator]
83	CCCn1cc(S(=O)(=O)c2ccc(OCC)cc2)c(=O)c2cc(C)ccc21	-12%	-20%
90	Cc1ccc(NC(=O)CCC(=O)N2Cc3ccccc3Oc3ncccc32)cc1	-3%	-14%
94	CCc1ccc(S(=O)(=O)c2nnn3c2nc(NCCC(C)C)c2cc(Cl)ccc23)cc1	-9%	3%

(cont.)
nr	compound	UDG counter	AID inhibitor
101	COCCN(Cc1cccs1)S(=O)(=O)c1cc(-c2cc(C)no2)ccc1C	-20%	-26%
102	COc1cccc(/C=C(\C#N)c2nc3ccccc3[nH]2)c1	-5%	-13%
103	Cc1nc2ccccc2n1CCc1nc2c3ccccc3nc(SCC(=O)Nc3ccc(C(C)C)cc3)n2n1	0%	?
104	Cc1ccc(NC(NC(=O)c2ccco2)C(=O)c2ccc(C)cc2)cc1 (centres undefined)	3%	-5%
105	COc1ccc(NS(=O)(=O)c2ccc(N/N=C/c3ccc(C)s3)c([N+](=O)[O-])c2)cc1	-19%	-13%
106	CCn1c(CNC(=O)c2ccc(OC)cc2)nnc1SCC(=O)Nc1ccc(C)cc1	-3%	-3%
107	Cc1c(O)cc(C(=O)/C=C/c2ccccc2)cc1Cl	0%	-14%
108	O=c1c2cc3c(=O)n(C4CCCCCC4)ccc3nc2ccn1-c1ncn[nH]1	-1%	-6%
109	N#Cc1c(N)sc2c1CCc1ccccc1-2	?	53%[activator]
110	CCCCOc1ccc(C2=NC(c3ccncc3)=Nc3ccc(OCC)cc3N2)cc1	?	?
111	CCc1ccccc1NS(=O)(=O)c1ccc2c(c1)CC(=O)N2	-9%	16%
112	CC(C)CCC1(C)NC(=O)N(c2ccc(Br)cc2)N1 (centres undefined)	9%	-4%
